TbPYK inhibitor = T. brucei pyruvate kinase inhibition | TbPYK enzyme, Kinase-Glo Plus ATP luminescence, 45 min | Potency, µM (doses to about 76.8 µM), for the others: top-dose activity, negative = inhibition, hits mostly inhibitors | 410,000 tested, 0.12% active | AID 624173; further: potency means the concentration at half of the fitted maximal effect; nearly all actives have a fitted effect of over 50% in size
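T. brucei PYK with substrate was exposed to pin-transferred compounds across a concentration series, then started with 130 uM ADP (final). After 45 min at room temperature, Kinase-Glo Plus luminescence was read, normalized and curve-fitted.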
HCV inh = HCV inhibition; Huh7.5.1 HCVcc-Cre infection, luciferase reporter, 44 h; Potency, µM (doses to about 41.8 µM), inactives show at the top dose activity change, negative = inhibition, most hits filed as inhibitors; 340,000 tested, 3.4% active; AID 651820; further: potency means the concentration at half of the fitted maximal effect
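Cells seeded at 1,000/well and cultured 4 h, then compounds added followed by HCVcc-Cre virus (~0.5 moi). After 44 h further culture, luciferase substrate was added, plates held 15 min at room temperature, and luminescence read for 15 sec.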
AmpC inh no detg = AmpC beta-lactamase inhibition without detergent | AmpC nitrocefin hydrolysis, absorbance 480 nm, 0.0001% Triton | Potency, µM (series often up to 57.1 µM), for inactives: at the highest dose activity change, negative = inhibition, usual class: inhibitors | 330,000 tested, 0.52% active | AID 485341;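 further: potency means the concentration at half of the fitted maximal effect; plate controls were no compound for no effect and no enzyme for full effect; nearly all actives have a fitted effect of over 20% in size; some results filed as inactive show a strong effect at the top dose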
Target sequence (P00811 whole entry, looked up): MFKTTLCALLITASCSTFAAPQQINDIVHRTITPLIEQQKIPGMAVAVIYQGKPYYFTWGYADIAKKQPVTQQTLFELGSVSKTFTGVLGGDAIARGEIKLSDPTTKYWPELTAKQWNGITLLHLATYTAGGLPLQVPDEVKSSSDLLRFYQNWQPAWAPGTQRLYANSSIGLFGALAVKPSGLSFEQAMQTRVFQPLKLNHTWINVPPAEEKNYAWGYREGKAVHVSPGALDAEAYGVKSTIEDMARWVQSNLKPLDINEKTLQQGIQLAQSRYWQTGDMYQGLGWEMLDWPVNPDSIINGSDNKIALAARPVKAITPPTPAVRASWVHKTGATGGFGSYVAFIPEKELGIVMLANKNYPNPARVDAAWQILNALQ
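AmpC (5.3 nM in the dispensed reagent) in 20 mM phosphate pH 7.0 with 0.01% (detergent screen) or 0.0001% Triton X-100 was preincubated with compounds for 15 min at room temperature. Nitrocefin was then added from an 800 uM solution, and hydrolysis was followed at 480 nm.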
AMA1-RON2 inh = disrupts binding of P. falciparum AMA1 to RON2 | Potency, µM (top dose mostly 58.2 µM), inactives show at the top dose activity change, negative = inhibition, most hits filed as inhibitors | AID 720542 | AlphaScreen AMA1-biotinylated RON2 peptide binding | 360,000 tested, 0.2% active;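 further: potency means the concentration at half of the fitted maximal effect; 0% = vehicle wells and -100% = peptide control; nearly all actives have a fitted effect of over 45% in size; some results filed as inactive show a strong effect at the top dose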
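AMA1 (3D7) with his tag at 25 nM final met compounds first, then biotinylated RON2 peptide at 25 nM; detection used donor plus acceptor beads, 10 µg/mL apiece, read by AlphaScreen after 30 min at room temperature.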
AmpC inh detg = inhibitors of E. coli AmpC beta-lactamase with detergent; P00811; AmpC hydrolysis of nitrocefin, absorbance 480 nm, 0.01% Triton; Potency, µM (highest dose often 114 µM), for the others: top-dose activity change, negative = inhibition, hits mostly inhibitors; 370,000 tested, 0.041% active;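 further: potency means the concentration at half of the fitted maximal effect; 0% = no-compound wells and -100% = no-enzyme wells; nearly all actives have a fitted effect of over 25% in size; some results filed as inactive show a strong effect at the top dose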
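20 mM phosphate pH 7.0 + 0.01% (detergent screen) or 0.0001% Triton X-100; 5.3 nM AmpC reagent; cpd preinc 15 min RT; nitrocefin (800 uM stock) to start; A480 q20 s × 4 min; Activity was normalised to no-enzyme and no-compound control wells.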
HCMV antiviral = human cytomegalovirus inhibition; HFF cells, HCMV-luciferase reporter, 72 h; active compounds read low; activity change, negative = inhibition, % at 57.5 µM; 410,000 tested, 4.5% active; in the data active means activity change below about -60%; inconclusive means no clear call, values can overlap the other calls; inactive means above about -39%
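Two-dose cell screen: HFF monolayers treated with compounds and infected with luciferase-expressing HCMV at 1 PFU/cell, 72 h at 37C, then lysed for luciferase measurement.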
LmPK inh = inhibitors of Leishmania mexicana pyruvate kinase | Q27686 | purified LmPK, Kinase-Glo ATP luminescence, 1 h | Potency, µM (series often up to 57.5 µM), for the others: at the highest dose activity change, negative = inhibition, actives largely listed as inhibitors | 290,000 tested, 0.37% active; further: potency means the concentration at half of the fitted maximal effect
Target sequence (Q27686 whole entry, looked up): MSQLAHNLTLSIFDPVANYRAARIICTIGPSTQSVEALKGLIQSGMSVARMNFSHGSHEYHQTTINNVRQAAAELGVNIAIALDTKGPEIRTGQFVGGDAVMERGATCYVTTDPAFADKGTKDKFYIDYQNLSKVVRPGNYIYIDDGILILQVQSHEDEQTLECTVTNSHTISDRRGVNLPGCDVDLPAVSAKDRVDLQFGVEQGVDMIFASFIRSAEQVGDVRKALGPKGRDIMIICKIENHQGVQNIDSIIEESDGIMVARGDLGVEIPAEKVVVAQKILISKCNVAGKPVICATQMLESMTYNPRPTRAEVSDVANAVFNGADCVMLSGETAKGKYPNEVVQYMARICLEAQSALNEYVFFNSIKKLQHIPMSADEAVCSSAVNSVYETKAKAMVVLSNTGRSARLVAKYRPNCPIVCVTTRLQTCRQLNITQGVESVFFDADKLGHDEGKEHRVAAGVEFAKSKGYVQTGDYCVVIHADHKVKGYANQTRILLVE
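ATP generated from ADP (0.1 mM) and PEP (0.5 mM) by 0.1 nM LmPK over 1 h at room temperature (pH 7.2 imidazole buffer) was detected by coupled luciferase luminescence. Values were normalized to uninhibited and no-enzyme wells.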
* = called active by the depositor; ? = inconclusive; . = no result given; & = joins results of further samples; [ ] = another dose, or the depositor's remark. Unless noted, the call rests on the fitted dose curve; in most records, active means well fitted curve in the direction sought with a large enough effect; inconclusive means small, poorly fitted or top-dose-only effect, or another doubt; inactive means no such curve, though single readings can be large; an effect the other way counts as inactive or inconclusive. Unless noted, on the % scale 0 is the no-effect control and ±100 the full control effect.

SMILES | TbPYK inhibitor | HCV inh | AmpC inh no detg | AMA1-RON2 inh | AmpC inh detg | HCMV antiviral | LmPK inh
CCc1nnc(NC(=O)COc2ccc([N+](=O)[O-])cc2)s1 | -1% | 10% | -24% | -5% | 4% | -5 | 2%
NN=C(c1cccc([N+](=O)[O-])c1)c1cccc([N+](=O)[O-])c1 | 3% | -14% | . | -19% | . | -37 | .
O=C(Cn1cnc2c(OCc3ccccc3)ncnc21)NCCCc1ccccc1 | -2% | 7% | -1% | 4% | . | 9 | .
O=C(COc1ncnc2ccc(Br)cc12)NCc1ccc2c(c1)OCO2 | -8% | -24% | -31% | 2% | -6% | -29 | 1%
COc1ccc(C2CC(=O)NC(NC(=O)c3ccc(Br)cc3)=N2)c(OC)c1OC (stereo not drawn) | 1% | . | . | . | 1% | -7 | .
O=C(O)/C=C/c1cnc2ccccc2c1 | 0% | 6% | -22% | -7% | ? | -32 | 0%
COc1ccc(CCNC(=O)COC(=O)c2cc(S(=O)(=O)N3CCCC3)ccc2O)cc1 | 1% | 5% | -23% | -1% | -15% | 53 | .
O=C(CCCCn1c(=O)c2ccccc2n(CC(=O)Nc2cccc(F)c2)c1=O)NCc1ccccc1Cl | 0% | . | . | . | 20% | 13 | .
COc1ccc(-n2c(Cc3cccn3C)nnc2SCC(=O)Nc2ccc3c(c2)OCCO3)cc1 | 2% | 5% | 53% | 6% | -2% | -21 | 2%
Cc1ccccc1CN1CCN(C(=O)c2cc(-c3ccncc3)nc3ccccc23)CC1 | 2% | . | -7% | -8% | 5% | 36 | -30%
Fc1ccc(-n2cc(CNCCc3ccccn3)c(-c3ccccc3Cl)n2)cc1 | 3% | -15% | 79%[activator] | 23% | -14% | -40 | -1%
CN1C(=O)/C(=N\OC(=O)c2cccc3ccccc23)c2ccccc21 | 14% | ? | -13% | -11% | -3% | 171 | 5%
COC(=O)COc1ccc(S(=O)(=O)NCc2ccccn2)cc1 | 4% | 20% | -15% | 17% | -5% | 6 | -4%
COc1ccc(Nc2nc(C)cc(C)c2C(N)=O)cc1 | -5% | 10% | -6% | -21% | ? | ? | 4%
CC1CCc2c(sc(NC(=O)COC(=O)c3ccc(O)cc3)c2C#N)C1 (stereo not drawn) | -1% | 1% | -53% | -13% | -2% | 9 | -1%
Cc1ccc(-n2ncc3c(N4CCCCCC4)ncnc32)cc1C | -8% | . | . | . | 2% | -98* | .
O=C(NC1CC1)c1cc(-c2ccco2)nc2ccccc12 | -17% | -3% | ? | -23% | -2% | . | 7%
Cc1ccc(-c2csc3nc(-c4ccncc4)[nH]c(=O)c23)cc1 | -3% | 5.6µM* | -16% | 2% | ? | 20 | -4%
CS(=O)(=O)Nc1ccc(C(=O)NCc2ccc3c(c2)OCO3)cc1 | 2% | 10% | -17% | -3% | 0% | 8 | -8%
CCCCNc1nc(NCc2ccccc2)nc2ccccc12 | 1% | . | . | -3% | . | -32 | .
COc1ccc(Cl)cc1NC(=O)CSc1nc2c([nH]c3ccccc32)c(=O)n1-c1ccccc1 | -2% | . | . | . | -1% | 35 | .
NS(=O)(=O)c1ccc(NC(=O)Cc2cccs2)cc1 | -4% | -6% | -16% | 0% | ? | -11 | -7%
COCCNC(=O)CNC(=S)N(CCCN1CCOCC1)Cc1cccs1 | -3% | -20% | 1% | -15% | -9% | 40 | 2%
CCn1c(CCCOc2ccc(Cl)cc2Cl)n[nH]c1=S | ? | ? | -10% | 96%[activator] | 2% | -33 | -16%
COC(=O)c1ccc(COC(=O)Cc2n[nH]c(=O)c3ccccc23)cc1 | 1% | -30% | -18% | -13% | -2% | 57 | -9%
CCCCN(C(=O)CCC(=O)Nc1cc(C)on1)C(C(=O)NC1CCCC1)c1ccc(OC)cc1 (stereo not drawn) | 2% | -22% | 10% | 3% | -2% | -2 | 1%
O=C(NCCc1ccccc1)c1cccc(N2CCCC2=O)c1 | 1% | 0% | -13% | ? | -8% | . | -13%
CN(CCOc1ccc(Cl)cc1)C(=O)c1cc(-c2ccco2)nc2ccccc12 | 0% | ? | 18% | -8% | ? | -25 | .
CSc1nc(-c2ccccc2)nc(SC)c1C(C)=O | -8% | ? | -14% | 39%[activator] | 6% | -4 | -10%
CCN(c1ccccc1)S(=O)(=O)c1ccc(C(=O)Nc2c(C)n(C)n(-c3ccccc3)c2=O)cc1 | -12% | 9% | -10% | 18% | . | 5 | .

4 records drawn at random from those above:
SMILES | TbPYK inhibitor | HCV inh | AmpC inh no detg | AMA1-RON2 inh | AmpC inh detg | HCMV antiviral | LmPK inh
COCCNC(=O)CNC(=S)N(CCCN1CCOCC1)Cc1cccs1 | -3% | -20% | 1% | -15% | -9% | 40 | 2%
CCc1nnc(NC(=O)COc2ccc([N+](=O)[O-])cc2)s1 | -1% | 10% | -24% | -5% | 4% | -5 | 2%
COc1ccc(Nc2nc(C)cc(C)c2C(N)=O)cc1 | -5% | 10% | -6% | -21% | ? | ? | 4%
NS(=O)(=O)c1ccc(NC(=O)Cc2cccs2)cc1 | -4% | -6% | -16% | 0% | ? | -11 | -7%

Continuation:
SMILES | TbPYK inhibitor | HCV inh | AmpC inh no detg | AMA1-RON2 inh | AmpC inh detg | HCMV antiviral | LmPK inh
CCc1ccc(-c2nc3c(c(SCc4ccccc4)n2)Cc2c(CO)cnc(C)c2O3)cc1 | 3% | . | . | . | 0% | -1 | .
COc1ccc(N(C(=O)c2ccc(S(=O)(=O)N3CCOCC3)cc2)C2C=CS(=O)(=O)C2)cc1 (stereo not drawn) | 1% | 27% | 22% | 32%[activator] | 1% | -11 | 2%
Cc1nc2ncnn2c(N2CCN(C(=O)c3cccc(F)c3)CC2)c1C | 9% | 1% | -7% | -13% | -3% | -32 | 1%
Cc1noc(C)c1C(c1ccccc1)c1ccccc1 | -21% | 11% | -13% | 25% | 3% | 7 | 8%
CCC(=O)c1ccc2c(c1)OCCO2 | 0% | 11% | -5% | -9% | 5% | 18 | -5%
CN1CCN(c2ncc(C=O)s2)CC1 | -8% | 18% | -12% | 0% | 9% | -31 | 2%
COc1cc(OC)cc(C(=O)NC(=S)N2CCN(c3ccc(C(F)(F)F)cc3[N+](=O)[O-])CC2)c1 | 1% | -15% | -6% | 9% | 1% | -4 | 0%
CC(C)c1ccc(Nc2ncnc3onc(-c4ccc(F)cc4)c23)cc1 | 1% | . | . | . | -6% | -24 | .
CC(C)(C)C(=O)Nc1ccc(C(=O)Nc2cccnc2)cc1 | . | -1% | -2% | 8% | -17% | 106 | -3%
NC(Cc1ccc(F)cc1)c1csc(Nc2ccccn2)n1 (stereo not drawn) | -3% | . | . | 31%[activator] | . | 14 | .
CN(Cc1ccccc1)C(=O)[C@@H]1CCCN1C(=O)[C@@H]1CCCN1C(=O)c1cccs1 | 5% | . | . | 1% | . | 10 | .
Cc1ccc(S(=O)(=O)N2CCC(C)CC2)cc1[N+](=O)[O-] | 0% | 23% | -17% | -2% | 5% | 26 | 3%
CC(=O)OCC=C1CCC2C3CC(C)C4=CC(=O)CCC4(C)C3C(O)CC12C (stereo not drawn) | 1% | -10% | . | -3% | . | -18 | .
CCNC(=S)Nc1ccc2c(c1)c(=O)n(C)n2CC=C(C)C | -7% | . | . | -5% | . | ? | .
O=C(NC1CCCCC1)c1ccc2c(c1)OCCO2 | -7% | 27% | -8% | -2% | -11% | 23 | -6%
CCc1noc(C)c1C(=O)N1CCCSC1=Nc1ccccc1OC | 5% | 10%[8.37 µM] | 1% | 3% | ? | ? | .
CCOC(=O)C1CCC(CN(Cc2ccccc2)S(=O)(=O)c2ccc(Br)cc2)CC1 (stereo not drawn) | 3% | . | . | . | -3% | ? | .
CSCCC(NC(=O)c1ccccc1)C(=O)NCCc1ccccc1 (stereo not drawn) | 5% | 17% | 11% | -2% | 3% | -1 | 2%
COc1ccc(Cl)cc1NC(=O)CCCNC(=O)c1ccc(Cl)cc1 | 2% | -4% | 40% | -3% | 2% | 42 | 6%
Cc1ncc(CO)c(CO)c1O | 1%&-7% | 11% | -8% | -2% | 5% | ? | .
COc1ccccc1CCn1c(N)c(C#N)c2nc3ccccc3nc21 | -8% | 8% | 49% | 20% | -1% | ? | 1%
CC1CCN(CCCCOc2ccc(C(C)(C)C)cc2)CC1 | 20% | ? | 21% | ? | ? | ? | 3%
Cn1cnc(S(=O)(=O)NCc2ccccc2)c1 | -6% | 39%[activator] | -11% | -8% | ? | 101 | 1%
CC(C)[C@H](NC(=O)OC(C)(C)C)c1nnc(SCC(=O)Nc2ccc(Br)cc2)o1 | -3% | ? | 17% | 8% | -13% | 25 | 3%
COC(=O)c1sc(N2C(=O)C(=O)/C(=C(/O)c3ccc(C)cc3)C2c2ccco2)nc1C (stereo not drawn) | -11% | -3% | -31% | -16% | -5% | . | 1%
CC(C)(C)n1c(O)c2n(c1=O)Cc1ccccc1N=C2c1ccccc1 | 1% | . | . | -14% | . | 6 | .
NS(=O)(=O)c1ccc(NN=C2CCCCC2)c([N+](=O)[O-])c1 | 3% | 2% | -17% | 1% | ? | -8 | 5%
Cc1ccc(S(=O)(=O)CCC(=O)NCCc2ccccc2)cc1 | -9% | 10% | -17% | 0% | 2% | -2 | -5%
O=C(CN1CCN(S(=O)(=O)c2ccc(Cl)c(Cl)c2)CC1)N1CCCC1 | 6% | 0% | 61%[activator] | 10% | 3% | -11 | .
CCOc1cc(N2CCOCC2)c(OCC)cc1NC(=O)COC(=O)c1ccccc1C | -2% | -32% | 46% | -10% | -11% | -1 | 1%
COc1ccc(C)cc1NC(=O)CN1CCN(C/C=C/c2ccccc2)CC1 | -1% | ? | 204%[activator] | -11% | 1% | 13 | 8%
O=C(CSc1ncnc2c1oc1ccccc12)NCc1ccc(F)cc1 | 1% | 9% | -16% | 0% | -14% | 43 | 3%
Cc1oc(-c2cccc(Cl)c2)nc1CS(=O)(=O)CC(=O)NCc1ccccc1Cl | 4% | . | . | . | -9% | -10 | .
CC(=O)c1sc(NC(=O)c2ccco2)nc1-c1ccccc1 | 1% | 10% | -6% | -11% | -8% | . | 9%
FC(F)(F)c1cnc(-n2cc[nH]c2=S)c(Cl)c1 | -21% | 22% | -12% | -12% | ? | 47 | -3%
Cc1ccc(C(=O)NC(=S)NNC(=O)CCN2CCOCC2)cc1 | -10% | 7% | -22% | 32%[activator] | -1% | 26 | 11%
CC(=O)N1c2ccccc2C(C)(C)C2CCC(C)CC21 (stereo not drawn) | -7% | 9% | 12% | 33%[activator] | -3% | -6 | 0%
CCC1=Nc2cc(C(=O)NCc3cccnc3)ccc2Sc2ccc(C)cc21 | 1% | ? | 84%[activator] | -20% | 4% | -22 | 6%
COc1cccc(-c2nn(C)c3sc(C(=O)NCCCN(C)Cc4ccccc4)cc23)c1 | 2% | ? | 64%[activator] | ? | 0% | 17 | -2%
